IMPase Li cell: membrane-permeable IMPase blocker, potentiated with lithium; CHO-M1 cells, IP1 TR-FRET (IP-One), carbachol + lithium; Potency, µM (doses to about 59.4 µM), for the others: at the highest dose activity, negative = IMPase inhibition, actives largely listed as inhibitors; AID 1457; 0.35% of 210,000 active;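 further: IP1 builds up when IMPase is blocked and the TR-FRET signal falls; plate controls were basal vehicle for no effect and high inhibitor control for full effect; nearly all actives have a fitted effect of over 50% in size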
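Concentration–response in CHO-M1 cells, lithium-potentiated; 30 min at 37C. IP1 detected by competitive TR-FRET after 10 min lysis at RT. Hill-fitted AC50.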
NPSR antagonist: neuropeptide S receptor (human) antagonism, cAMP; CHO-NPSR cells, cAMP TR-FRET, antagonist mode; AID 1461; Q6W5P4; 1% of 220,000 active; Potency, µM (titrated, usually from 38.3 µM), inactives show at the top dose activity change, negative = inhibition, hits mostly inhibitors; further: on the % scale 0 is the no-effect control and ±100 the full control effect; nearly all actives have a fitted effect of over 50% in size; many of its hits are not listed in these tables
Target sequence (Q6W5P4 whole entry, looked up): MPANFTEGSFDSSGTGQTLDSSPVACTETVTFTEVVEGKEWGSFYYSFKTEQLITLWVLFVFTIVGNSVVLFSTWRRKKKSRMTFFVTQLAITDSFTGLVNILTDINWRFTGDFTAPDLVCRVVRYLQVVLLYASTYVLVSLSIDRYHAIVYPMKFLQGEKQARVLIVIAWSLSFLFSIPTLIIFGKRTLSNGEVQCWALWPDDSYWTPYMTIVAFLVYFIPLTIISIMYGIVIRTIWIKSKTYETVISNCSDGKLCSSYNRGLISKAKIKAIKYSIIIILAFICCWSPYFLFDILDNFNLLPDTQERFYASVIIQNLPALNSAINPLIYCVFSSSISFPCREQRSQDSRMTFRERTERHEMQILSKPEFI
KinaseGlo FLuc: blocks Kinase-Glo luciferase, a counter-screen artifact; Q27757; Kinase-Glo luciferase, ATP luminescence, 8 min; Potency, µM (top dose mostly 38.3 µM), for inactives: at the top dose activity change, negative = inhibition, most hits filed as inhibitors; 0.28% of 200,000 active; AID 1379; further: on the % scale 0 is the no-effect control and ±100 the full control effect; nearly all actives have a fitted effect of over 60% in size
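Light output from Kinase-Glo luciferase with luciferin and 10 uM ATP in 50 mM imidazole pH 7.2, KCl, MgCl2, Tween 20, BSA; compound pin-delivered, 8-min ambient incubation, then luminescence read.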
RECQ1 inh: RECQ1 (human) helicase inhibition. Potency, µM (top dose mostly 57.3 µM), without a hit: top-dose activity, negative = inhibition, most hits filed as inhibitors. AID 2549. RECQ1 DNA unwinding, red fluorescence kinetic read. 0.54% of 240,000 active. P46063;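 further: plate controls were vehicle for no effect and no enzyme for full effect; nearly all actives have a fitted effect of over 30% in size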
Target sequence (P46063 whole entry, looked up): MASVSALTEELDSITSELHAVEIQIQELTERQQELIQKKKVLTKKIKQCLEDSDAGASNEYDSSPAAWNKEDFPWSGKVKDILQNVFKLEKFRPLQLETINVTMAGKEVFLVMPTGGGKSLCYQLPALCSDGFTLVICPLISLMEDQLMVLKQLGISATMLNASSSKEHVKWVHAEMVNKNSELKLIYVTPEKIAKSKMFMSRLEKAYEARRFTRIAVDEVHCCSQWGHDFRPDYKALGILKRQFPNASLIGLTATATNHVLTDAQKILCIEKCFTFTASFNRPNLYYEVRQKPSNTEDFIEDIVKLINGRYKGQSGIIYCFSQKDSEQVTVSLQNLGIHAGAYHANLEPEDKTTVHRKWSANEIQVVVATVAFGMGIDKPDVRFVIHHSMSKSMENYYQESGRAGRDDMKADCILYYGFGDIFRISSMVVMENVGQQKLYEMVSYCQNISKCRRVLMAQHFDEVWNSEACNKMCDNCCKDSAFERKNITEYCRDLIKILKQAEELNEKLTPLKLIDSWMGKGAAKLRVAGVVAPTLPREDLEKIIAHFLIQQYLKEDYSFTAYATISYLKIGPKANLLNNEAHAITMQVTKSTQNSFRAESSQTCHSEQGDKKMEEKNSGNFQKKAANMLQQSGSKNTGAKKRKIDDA
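RECQ1T1 50 nM; forked duplex (20 bp + 30-nt ss tails) 200 nM, ATP 2 mM final; pH 8.0, 2 mM MgCl2, 2.5 ug/ml poly(dI-dC); 15 min compound preincubation; discontinuous kinetic read over 2 h at RT.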
Epigenetic derep: derepresses silenced GFP reporter in murine cells; murine LDR cells, GFP reporter derepression, 30 h; Potency, µM (series often up to 53.9 µM), without a hit: top-dose GFP activation, usual class: activators; 0.2% of 280,000 active; AID 1865; further: % of control where 0% means no effect; nearly all actives have a fitted effect of over 60% in size
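Derepression of a silenced CMV-GFP reporter in murine LDR cells is scored by enumerating GFP-positive cells with a laser-scanning microplate cytometer after 30 hours of treatment at 37 C.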
SMN2 splice enh: enhancers of SMN2 splice variant expression; 2.8% of 210,000 active; AID 1458; HEK293 SMN2-luciferase splicing reporter, luminescence, 30-36 h; Potency, µM (titrated, usually from 46.1 µM), inactives show at the top dose activity change, positive = activation, most hits filed as activators; further: % of control where 0% means no effect; nearly all actives have a fitted effect of over 55% in size
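HEK293 cells carry an SMN2 […]–luciferase reporter in which exon 7 inclusion puts luciferase in frame. Cells were plated 10-12 h before compound addition, then incubated 30-36 h at 37C. ONE-Glo luminescence was read; sodium butyrate at 4.5 mM final served as control.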
RGS12 GoLoco inh: inhibitors of human Gai1-RGS12 GoLoco interaction (red fluorophore); Gai1:RGS12 GoLoco peptide FP, rhodamine, 10 min; P63096; Potency, µM (highest dose often 61.6 µM), for the others: top-dose activity, negative = inhibition, hits mostly inhibitors; AID 880; 0.44% of 230,000 active; active means well fitted inhibition curve with a large enough effect, not every such curve was filed as active; inactive means no such curve, though single readings can be large or run the other way; further: on the % scale 0 is the no-effect control and ±100 the full control effect; nearly all actives have a fitted effect of over 30% in size; many of its hits are not listed in these tables
KDM4E inh: blocks human JMJD2E demethylase activity | Potency, µM (series often up to 57.1 µM), without a hit: at the top dose activity change, negative = inhibition, hits mostly inhibitors | B2RXH2 | JMJD2E catalytic domain, FDH-coupled NADH fluorescence (FDH is formaldehyde dehydrogenase) | 1.6% of 230,000 active; active means well fitted inhibition curve with a large enough effect, not every such curve was filed as active; inconclusive means small, poorly fitted or top-dose-only effect, or another doubt; inactive means no such curve, though single readings can be large or run the other way;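 further: 0% = wells with enzyme and -100% = buffer wells without enzyme; nearly all actives have a fitted effect of over 50% in size; many of its hits are not listed in these tables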
Active calls of the source: *; i = inactive; ? = inconclusive; . = no result given; [ ] = another dose, or the depositor's remark. Unless noted, the call rests on the fitted dose curve; in most records, active means well fitted curve in the direction sought with a large enough effect; inconclusive means small, poorly fitted or top-dose-only effect, or another doubt; inactive means no such curve, though single readings can be large; an effect the other way counts as inactive or inconclusive. Potency means the concentration at half of the fitted maximal effect. Not all compounds are listed. The share of hits here may be higher or lower than overall.

SMILES	IMPase Li cell	NPSR antagonist	KinaseGlo FLuc	RECQ1 inh	Epigenetic derep	SMN2 splice enh	RGS12 GoLoco inh	KDM4E inh
CC(CC(C)C(=O)Nc1ccccc1C(C)(C)C)C(=O)O (stereo not given)	2%	-4%[46.1 µM]	-1%	-6%	1.2%	-3%	-3%	7%
Cc1ccc(CNC(=O)C2CC(=O)N(CCC(C)C)C2)cc1 (stereo not given)	-2%	13%	4%	-15%	-2.8%	17%	-6%	-2%
O=C(NCCCN1CCCCCC1)C(c1ccccc1)C1CCCCC1 (stereo not given)	11%	.	.	i	0.0%	-9%	2%	.
Cc1ccc(Nc2n[nH]c(C)c2[N+](=O)[O-])c(C)c1	-4%	1%	1%	-4%	-0.9%	13%	8%	6%
O=C(c1cnn2ccccc12)N1CCCc2ccccc21	-19%[38.3 µM]	-3%[46.1 µM]	-2%	-2%	0.2%	4%	13%	9%
COC(=O)c1ccc(NC(=S)N2CCN(Cc3ccccc3)CC2)cc1	6%[38.3 µM]	-4%[46.1 µM]	1%	-16%	-3.1%	-14%	1%	6%
COc1cccc(-c2noc(-c3cccnc3)n2)c1	5%[38.3 µM]	-5%[46.1 µM]	-10%	-7%	-1.2%	20µM*	-18%	-6%
COc1cccc(-n2c(=O)n(Cc3ccccc3)c(=O)c3[nH]cnc32)c1C	.	0%	.	i	0.0%	.	12%	5%
O=C(Nc1ccc(S(=O)(=O)Nc2ccccn2)cc1)C(F)(F)F	2%	13%	.	i	3.9%	.	9%	?
COC(=O)CCC(=O)Nc1ccc(NC(=O)CCC(=O)OC)cc1	5%[38.3 µM]	8%[46.1 µM]	0%	-16%	0.0%	5%	7%	7%
O=c1oc2ccccc2c2c1ncn2C1CCCCC1	20%[38.3 µM]	-10%[46.1 µM]	-2%	-2%	0.0%	21%	-16%	?
Cc1n[nH]c(=S)n(/N=C/c2cccc([N+](=O)[O-])c2)c1=O	.	-3%	.	-3%	1.5%	.	2%	8%
O=C(CN1CCCCCC1)NN(Cc1ccccc1)c1ccccc1	.	0%	.	i	0.2%	.	0%	?
Cc1nc2ncnn2c(C)c1C/C=C/c1ccccc1	1%	7%	0%	-3%	2.6%	-12%	2%	6%
N#CCSc1nnc(N)s1	24%[38.3 µM]	2%[46.1 µM]	-1%	i	-1.3%	26%	-5%	7%
Cc1ccc(C(=O)CSc2nnnn2Cc2ccccc2)cc1C	.	-12%	.	?	-1.8%	.	26%	0%
Cc1ccc2c(C)nc(Nc3nc(CSc4nnc(C)s4)cc(=O)[nH]3)nc2c1	.	-27%[46.1 µM]	.	-4%	8.2%	.	.	-3%
CCCNC(=O)c1cc(-c2ccco2)on1	7%	-7%[46.1 µM]	-17%	i	-1.0%	18µM*	8%	2%
O=C(c1ccccc1)c1cccs1	-2%	17%	0%	-10%	-1.6%	-12%	12%	-11%
O=C(CCl)c1ccc2c(c1)CCN2C(=O)C1CC1	22%	8%	-4%	22%	3.0%	-100%[inhibitor]	53%[activator]	-10%
NCCN1CCN(CCN)CC1	27%[38.3 µM]	-3%[46.1 µM]	3%	-10%	-2.3%	-11%	-8%	1%
CC1=C(C(=O)Nc2ccc(C)cc2C)C(c2cccc([N+](=O)[O-])c2)n2nc(C(=O)OC(C)C)nc2N1 (stereo not given)	-3%	1%	0%	-3%	-0.9%	-5%[1.84 µM]	-12%	3%
CS(=O)(=O)N1N=C(c2ccc(Br)cc2)CC1c1ccc2c(c1)OCO2 (stereo not given)	1%[38.3 µM]	4%[46.1 µM]	-2%	-6%	?	25µM*	27%	-10%
Cc1ccccc1OCC(=O)NNC(=O)Nc1ccc(Cl)cc1	-11%[38.3 µM]	-9%[46.1 µM]	-1%	-5%	-2.0%	-4%	-4%	1%
Clc1ccc(CO/N=C/c2cccs2)cc1	.	-11%	.	-10%	3.2%	.	10%	1%
CCN(CC(=O)Nc1ccc(Cl)c(S(=O)(=O)N(C)C)c1)Cc1nc2ccccc2c(=O)[nH]1	5%	-1%	3%	-13%	-0.1%	0%	10%	-9%
CCOC(=O)N1CCN(C(=O)Cc2ccc(Cl)cc2)CC1	.	-5%[46.1 µM]	.	-2%	-1.8%	.	.	1%
Cc1cc(=O)oc2cc(OCC(=O)c3ccc4c(c3)NC(=O)CO4)ccc12	3%	-2%	-1%	-23%	-1.3%	-7%	16%	?
Cc1c(C(=O)Nc2ccccc2C(=O)N2CCOCC2)cccc1[N+](=O)[O-]	-9%	6%	0%	-7%	0.0%	-7%	4%	-2%
COC(=O)N1C(/C=C/c2ccc3c(c2)OCO3)=Cc2ccccc2C1CC(C)=O (stereo not given)	11%	.	-5%[7.66 µM]	i[11.5 µM]	.	-4%[9.22 µM]	3%[14.2 µM]	?
O=C(O)CCC(=O)Nc1ccccc1C(=O)N1CCN(c2ccc(Cl)cc2)CC1	2%	6%	1%	i	2.8%	?	17%	-6%
CCCc1oc(C(=O)O)cc1CN1CCCC1	23%[38.3 µM]	0%[46.1 µM]	21%	-16%	0.1%	-5%	7%	-6%
C=CCn1c(-c2cc3c(s2)CCC(CC)C3)n[nH]c1=S (stereo not given)	-4%	-34%	-2%	-7%	0.0%	26%	3%	?
CCOC(=O)c1cc(CC)sc1NC(=O)c1ccc(N2C(=O)CCC2=O)cc1	20%	-20%[46.1 µM]	-1%	-16%	-4.6%	-9%	15%	?
CCC1Sc2ccccc2N(CC(=O)NC2CCCC2)C1=O (stereo not given)	10%	1%	4%	-5%	0.0%	-2%	7%	7%
Cc1ccc(-c2ccc(SCC(=O)Nc3ccc4c(c3)OCCO4)nn2)cc1	8%	-8%	-7%	-20%	-1.1%	23%	-7%	-3%
O=S(Cc1ccc(Cl)cc1)CC(O)COc1ccc(Cl)cc1 (stereo not given)	1%[38.3 µM]	-5%[46.1 µM]	-1%	5%	-6.2%	-6%	0%	-2%
O=S(=O)(c1cc(-c2nc3ccccc3s2)ccc1Cl)N1CCOCC1	-4%[38.3 µM]	-7%[46.1 µM]	-2%	-3%	?	-22%	13%	?
COc1ccc(CC(=O)NNS(=O)(=O)c2ccccc2)cc1OC	-4%	-6%	-10%	0%	0.2%	.	10%	-2%
O=c1c(-c2ccccc2)nc2cnc(N3CCOCC3)nc2n1-c1ccccc1	-9%	.	0%	-3%	.	3%	37%[activator]	.
CCOC(=O)N1CCc2c(sc3ncn(C)c(=O)c23)C1	.	-11%	.	3%	-6.6%	.	0%	0%
CC(=O)OC[C@H]1O[C@H](C/C=N/OC[C@@H](O)[C@H]2O[C@@H]3OC(C)(C)O[C@@H]3[C@H]2O)C=C[C@@H]1OC(C)=O	-2%	10%	2%	i	4.5%	14%	4%	2%
O=C(CSc1nc2ccccc2c(=O)n1-c1ccccc1F)Nc1ccc2c(c1)CCC2	1%	-28%	3%	-8%	2.0%	-11%	3%	-6%
COC(=O)c1ccc(Sc2ccccn2)c([N+](=O)[O-])c1	9%	-3%	-1%	-3%	-1.6%	-17%	2%	2%
CC(OCCN(C)C)C(=O)C12CC3CC(CC(C3)C1)C2 (stereo not given)	.	10%	.	0%	-1.0%	.	-3%	7%
O=C1c2ccccc2C(=O)N1CCN1CCc2ccccc21	1%[38.3 µM]	-17%[46.1 µM]	-6%	0%	1.0%	25%	1%	-4%
CCOC(C)=O	7%	.	.	1%	.	4%	-13%	.
CC(C)CN1C(=O)C(NC(=O)C2CC2)(C(F)(F)F)C2=C1CC(C)(C)CC2=O (stereo not given)	-10%	18%	-6%	i	0.0%	11%	-5%	9%
O=C(Nc1ccsn1)c1ccc(Cl)cc1Cl	.	15%	.	5%	1.0%	.	11%	8%

14 entries from above, ordered by molar mass, rising.
SMILES	IMPase Li cell	NPSR antagonist	KinaseGlo FLuc	RECQ1 inh	Epigenetic derep	SMN2 splice enh	RGS12 GoLoco inh	KDM4E inh
O=C(Nc1ccsn1)c1ccc(Cl)cc1Cl	.	15%	.	5%	1.0%	.	11%	8%
CC(OCCN(C)C)C(=O)C12CC3CC(CC(C3)C1)C2 (stereo not given)	.	10%	.	0%	-1.0%	.	-3%	7%
COC(=O)c1ccc(Sc2ccccn2)c([N+](=O)[O-])c1	9%	-3%	-1%	-3%	-1.6%	-17%	2%	2%
O=C1c2ccccc2C(=O)N1CCN1CCc2ccccc21	1%[38.3 µM]	-17%[46.1 µM]	-6%	0%	1.0%	25%	1%	-4%
CCOC(=O)N1CCc2c(sc3ncn(C)c(=O)c23)C1	.	-11%	.	3%	-6.6%	.	0%	0%
CCC1Sc2ccccc2N(CC(=O)NC2CCCC2)C1=O (stereo not given)	10%	1%	4%	-5%	0.0%	-2%	7%	7%
COc1ccc(CC(=O)NNS(=O)(=O)c2ccccc2)cc1OC	-4%	-6%	-10%	0%	0.2%	.	10%	-2%
O=S(Cc1ccc(Cl)cc1)CC(O)COc1ccc(Cl)cc1 (stereo not given)	1%[38.3 µM]	-5%[46.1 µM]	-1%	5%	-6.2%	-6%	0%	-2%
CC(C)CN1C(=O)C(NC(=O)C2CC2)(C(F)(F)F)C2=C1CC(C)(C)CC2=O (stereo not given)	-10%	18%	-6%	i	0.0%	11%	-5%	9%
Cc1ccc(-c2ccc(SCC(=O)Nc3ccc4c(c3)OCCO4)nn2)cc1	8%	-8%	-7%	-20%	-1.1%	23%	-7%	-3%
O=S(=O)(c1cc(-c2nc3ccccc3s2)ccc1Cl)N1CCOCC1	-4%[38.3 µM]	-7%[46.1 µM]	-2%	-3%	?	-22%	13%	?
CCOC(=O)c1cc(CC)sc1NC(=O)c1ccc(N2C(=O)CCC2=O)cc1	20%	-20%[46.1 µM]	-1%	-16%	-4.6%	-9%	15%	?
O=C(CSc1nc2ccccc2c(=O)n1-c1ccccc1F)Nc1ccc2c(c1)CCC2	1%	-28%	3%	-8%	2.0%	-11%	3%	-6%
CC(=O)OC[C@H]1O[C@H](C/C=N/OC[C@@H](O)[C@H]2O[C@@H]3OC(C)(C)O[C@@H]3[C@H]2O)C=C[C@@H]1OC(C)=O	-2%	10%	2%	i	4.5%	14%	4%	2%

Compound activity (PubChem BioAssay)
